USP8 block: inhibitors of human USP8 deubiquitinase; AID 1645853; purified USP8, Ub-rhodamine cleavage fluorescence, 30 min; actives 4.2% (n = 47,000); inhibition, % at 20 µM; P40818
USP30 block: blocks human USP30 ubiquitin-rhodamine cleavage; purified USP30, Ub-rhodamine cleavage fluorescence; inhibition, % at 25 µM; actives 5.3% (n = 47,000)
OTUD3 inh: blocks human OTUD3 ubiquitin-rhodamine cleavage; Q5T2D3; purified OTUD3, Ub-rhodamine fluorescence, 2 h; inhibition, % at 25 µM; actives 0.7% (n = 47,000); AID 1645858
USP17 block: blocks human USP17 ubiquitin-rhodamine cleavage | purified USP17, Ub-rhodamine cleavage fluorescence, 3 h | inhibition, % at 50 µM | actives 6.5% (n = 47,000)
UCHL1 block: blocks human UCHL1 ubiquitin-rhodamine cleavage; P09936; purified UCHL1, Ub-rhodamine cleavage fluorescence; inhibition, % at 20 µM; actives 0.2% (n = 47,000); AID 1645859
USP10 block: inhibitors of human USP10 deubiquitinase; purified USP10, Ub-rhodamine fluorescence, 60 min; actives 1.1% (n = 47,000); Q14694; inhibition, % at 20 µM
USP7 block: blocks human USP7 ubiquitin-rhodamine cleavage; purified USP7, Ub-rhodamine cleavage fluorescence; inhibition, % at 20 µM; actives 0.3% (n = 47,000)
Target sequence (Q93009 whole entry, looked up): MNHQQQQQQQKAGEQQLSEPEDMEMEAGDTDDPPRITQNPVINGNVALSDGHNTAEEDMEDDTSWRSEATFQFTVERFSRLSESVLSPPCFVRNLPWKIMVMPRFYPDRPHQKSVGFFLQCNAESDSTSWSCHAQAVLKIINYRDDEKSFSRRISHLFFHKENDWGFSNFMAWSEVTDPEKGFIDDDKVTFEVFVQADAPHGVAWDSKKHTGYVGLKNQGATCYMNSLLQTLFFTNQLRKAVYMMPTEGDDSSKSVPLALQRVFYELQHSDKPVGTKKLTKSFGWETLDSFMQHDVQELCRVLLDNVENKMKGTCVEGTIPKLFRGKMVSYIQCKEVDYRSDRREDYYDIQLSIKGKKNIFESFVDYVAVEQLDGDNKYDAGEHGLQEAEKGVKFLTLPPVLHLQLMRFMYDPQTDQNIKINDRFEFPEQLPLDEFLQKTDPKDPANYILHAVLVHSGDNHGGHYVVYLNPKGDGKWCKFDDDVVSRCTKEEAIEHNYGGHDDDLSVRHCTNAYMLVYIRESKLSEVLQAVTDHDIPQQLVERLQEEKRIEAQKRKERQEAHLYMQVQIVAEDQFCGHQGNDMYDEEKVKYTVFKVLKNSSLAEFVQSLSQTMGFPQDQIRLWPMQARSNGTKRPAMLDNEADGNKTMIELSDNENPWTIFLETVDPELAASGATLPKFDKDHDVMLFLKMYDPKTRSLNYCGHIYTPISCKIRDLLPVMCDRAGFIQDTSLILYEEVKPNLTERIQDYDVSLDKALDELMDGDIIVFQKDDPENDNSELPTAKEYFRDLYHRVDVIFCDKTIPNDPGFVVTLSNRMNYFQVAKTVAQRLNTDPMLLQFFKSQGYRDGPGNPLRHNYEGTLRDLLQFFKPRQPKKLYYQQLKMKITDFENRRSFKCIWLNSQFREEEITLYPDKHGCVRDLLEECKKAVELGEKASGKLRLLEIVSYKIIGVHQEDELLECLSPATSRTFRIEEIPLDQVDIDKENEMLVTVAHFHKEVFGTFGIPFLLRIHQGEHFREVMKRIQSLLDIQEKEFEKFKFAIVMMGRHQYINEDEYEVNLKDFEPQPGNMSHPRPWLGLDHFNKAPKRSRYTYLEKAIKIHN
USP28 block: human USP28 deubiquitinase inhibition. AID 1645857. inhibition, % at 25 µM. purified USP28, Ub-rhodamine cleavage fluorescence, 30 min. actives 3% (n = 47,000)
Active calls of the source: *; i = inactive; / = not tested or not shown. Rule as the data show it: active = inhibition above about 30%; inactive = the rest.

USP8 block | USP30 block | OTUD3 inh | USP17 block | UCHL1 block | USP10 block | USP7 block | USP28 block | SMILES
14 | 9 | 14 | 8 | -2 | -4 | 0 | 7 | CNc1nc(C2CCCN2C(=O)c2ccccc2)nc2c1CN(C(C)=O)CC2 (stereo not drawn)
10 | 0 | 0 | 2 | 0 | 2 | 4 | 4 | O=C1Cc2cc(S(=O)(=O)Nc3ccc(F)c(Cl)c3)cc3c2N1CCC3
1 | 0 | 2 | -2 | 1 | 1 | 2 | 7 | CNC(=O)[C@@H]1CN2CCN(C(=O)Nc3ccccc3)C[C@@H]2[C@H]1c1ccccc1
19 | 4 | 0 | 0 | 0 | -3 | 1 | 2 | COCCN1C(=O)c2ccccc2C(C(=O)Nc2nc3ccccc3s2)C12CCCC2 (stereo not drawn)
-2 | -19 | -6 | -7 | -4 | 2 | -9 | -5 | CC(=O)Nc1onc(C)c1-c1ccc(C)c(S(=O)(=O)Nc2ccccc2C)c1
0 | -12 | -9 | -12 | 0 | 6 | 0 | -15 | O=C(Cn1cc(S(=O)(=O)N2CCCCCC2)ccc1=O)Nc1ccc(F)cc1
0 | -16 | -7 | -12 | -3 | -3 | -1 | -13 | Cc1nc(C(C)C)ncc1C(=O)NCCC1=CCCCC1
1 | 10 | -3 | 14 | -5 | -3 | -48 | -4 | COc1ccc(-c2noc(CCC(=O)NCc3ccc(F)cc3)n2)cc1
8 | -76 | -5 | -7 | -5 | -4 | -4 | -8 | c1cnn(CC2CCCN2Cc2nc(C3CC3)no2)c1 (stereo not drawn)
5 | -21 | -13 | 2 | 1 | -4 | 3 | -8 | CCN1CCN(c2ccc(S(=O)(=O)N3CCCCC3)cc2NC(=O)/C=C/c2ccccc2)CC1
-7 | -10 | -9 | -18 | -8 | -2 | -4 | -14 | CNC(=O)N1CCc2nc(C(=O)Nc3ccncc3)sc2CC1
-139 | -25 | -16 | -41 | -4 | -2 | -1 | -24 | COc1ccccc1C(c1c(O)cc(C)n(C)c1=O)c1c(O)cc(C)n(C)c1=O
-2 | 13 | 2 | 2 | -2 | 5 | -17 | 1 | CCS(=O)(=O)n1nc(NCc2ccccc2)nc1NCc1ccccc1
-66 | -5 | 5 | -7 | 5 | 3 | 1 | 5 | CCOc1ccc(CC(=O)N(C)c2nc3c(s2)CCc2occc2-3)cc1
-17 | -3 | -4 | -14 | -3 | -1 | -9 | 14 | Cc1cccc(-n2nc(C)c3c2NC(=O)CC3C(=O)c2cc3ccccc3o2)c1C (stereo not drawn)
-1 | / | 2 | 29 | 0 | 3 | 0 | / | COc1ccc(Cn2c(SCc3ccc(C(=O)NCc4cccnc4)cc3)nc3ccncc32)cc1
31* | -46 | -14 | -15 | -2 | 29 | 5 | -19 | Cc1sc(NC(=O)c2ccc(S(=O)(=O)N(C)Cc3ccccc3)cc2)c(C(N)=O)c1C
36* | 25 | 24 | 49* | 5 | 5 | 9 | 21 | O=C(Oc1ccc(-c2nccc(-c3cccs3)n2)cc1)c1ccco1
7 | 47* | 9 | 7 | 1 | 21 | 9 | 32* | O=C(CN1C(=O)c2ccccc2C1=O)Nc1nc(-c2ccc(Br)cc2)cs1
-19 | 11 | 0 | -7 | 3 | 7 | -13 | -2 | CC(Nc1ncc(-c2ccc(Cl)cc2)cn1)c1ccccc1 (stereo not drawn)

Reformatted: 3 of the compounds above
The line under a structure holds: USP8 block, USP30 block, OTUD3 inh, USP17 block, UCHL1 block, USP10 block, USP7 block, USP28 block
- CNc1nc(C2CCCN2C(=O)c2ccccc2)nc2c1CN(C(C)=O)CC2 (stereo not drawn)
→ 14, 9, 14, 8, -2, -4, 0, 7
- O=C(Oc1ccc(-c2nccc(-c3cccs3)n2)cc1)c1ccco1
→ 36*, 25, 24, 49*, 5, 5, 9, 21
- COc1ccc(Cn2c(SCc3ccc(C(=O)NCc4cccnc4)cc3)nc3ccncc32)cc1
→ -1, /, 2, 29, 0, 3, 0, /

More compounds.
USP8 block | USP30 block | OTUD3 inh | USP17 block | UCHL1 block | USP10 block | USP7 block | USP28 block | SMILES
1 | -21 | -67 | 1 | -4 | -4 | -2 | -97 | O=C(Nc1ccc2c(c1)OCCO2)c1cc2c(=O)n3ccccc3nc2n1Cc1ccccc1
-17 | -34 | -4 | -20 | -1 | -6 | -11 | -3 | COC1=C2C[C@@H](C)C[C@H](OC)[C@H](O)[C@@H](C)/C=C(\C)[C@@H](OC(N)=O)[C@H](OC)/C=C\C=C(/C)C(=O)NC(=CC1=O)C2=O
3 | 1 | 1 | 4 | 0 | 0 | -10 | 1 | O=C(Oc1ccccc1N1CCOCC1)c1ccccc1
0 | 6 | -7 | -12 | -1 | 1 | 0 | -5 | COCc1nncn1C1CCN(C(=O)c2ccc(C)c(C)c2)CC1
-4 | 6 | 0 | -5 | 0 | 0 | -1 | -1 | O=C(NCc1ccc(F)cc1)C1CCN(S(=O)(=O)c2ccccc2)CC1
-80 | 0 | -2 | -9 | -3 | 0 | 0 | -1 | CCOc1ccc(C(=O)N2CCC(c3nn(C)c4nccnc34)CC2)cc1
3 | 4 | -9 | -16 | -1 | 1 | -3 | -2 | CC(C)(C)C(=O)N1CCC(Cc2nccnc2-c2ccn[nH]2)CC1
18 | 14 | -3 | 3 | 0 | 0 | -6 | 12 | CC(=O)c1cc(-c2ccccc2)n(CC(=O)Nc2ccc(C)cn2)c1C
-5 | 0 | -15 | -13 | 2 | -1 | -1 | -18 | O=C(Nc1cccc(C(F)(F)F)c1)N1CCC(c2nc(-c3ccncc3)no2)CC1
16 | 22 | 5 | 3 | 4 | 1 | 7 | 7 | O=C(NC(c1ccccc1)c1nnc(N2CCOCC2)o1)c1ccc2c(c1)OCO2 (stereo not drawn)
-8 | -1 | 5 | 1 | 6 | -3 | 0 | 5 | Cc1ccc2c(Nc3ccccc3)c(C(=O)N3CCCCC3)cnc2n1
-13 | -2 | -15 | -11 | 1 | 2 | -2 | -13 | Cc1cc2c(ncn2C)c(NS(=O)(=O)c2ccc(C(C)(C)C)cc2)c1C
24 | -13 | 3 | 12 | 1 | 8 | 6 | 1 | O=C(CCC1=NS(=O)(=O)c2ccc(C(F)(F)F)cc2N1)NCc1ccccc1
10 | -14 | 11 | 0 | 2 | -3 | 2 | 3 | COc1cc(OC)c(N(C)S(=O)(=O)c2cccc(C(=O)Nc3ccccc3C)c2)cc1Cl
0 | 8 | 2 | 5 | 4 | 0 | 3 | 5 | COc1ccc(CN2Cc3ccccc3OC3(CCC(CO)CC3)C2)cc1 (stereo not drawn)
-81 | -17 | -2 | -5 | -2 | 1 | -1 | -6 | CC(C)CN1CC2(CCN(C(=O)c3cccnc3)CC2)C2(CCNC2=O)C1 (stereo not drawn)
34* | 7 | 22 | 26 | 0 | 25 | -3 | 7 | Cc1ccc(NC(=O)C2C3C=CC4(O3)C2C(=O)N(CCc2ccccc2)C4C(=O)NC2CCCCC2)cc1Cl (stereo not drawn)
0 | -42 | -17 | 7 | -7 | 0 | -4 | 1 | COc1ccccc1CCC(=O)Nc1ccc2c(c1)Sc1ncccc1C(=O)N2C
-2 | 23 | 8 | 22 | 1 | -4 | -2 | 10 | CCn1c(=O)c(CCC(=O)Nc2ccc(C)cc2C)nc2c(C)nn(-c3ccc(C)cc3)c21
10 | 16 | 13 | 3 | -1 | 0 | 7 | 10 | Cn1c(N2CCCC(C(=O)NCCCN3CCOCC3)C2)cc(=O)n(C)c1=O (stereo not drawn)

Given as comma-separated lines: entries from further up
Structure,USP8 block,USP30 block,OTUD3 inh,USP17 block,UCHL1 block,USP10 block,USP7 block,USP28 block
COC1=C2C[C@@H](C)C[C@H](OC)[C@H](O)[C@@H](C)/C=C(\C)[C@@H](OC(N)=O)[C@H](OC)/C=C\C=C(/C)C(=O)NC(=CC1=O)C2=O,-17,-34,-4,-20,-1,-6,-11,-3
O=C(Oc1ccccc1N1CCOCC1)c1ccccc1,3,1,1,4,0,0,-10,1
COCc1nncn1C1CCN(C(=O)c2ccc(C)c(C)c2)CC1,0,6,-7,-12,-1,1,0,-5
O=C(NCc1ccc(F)cc1)C1CCN(S(=O)(=O)c2ccccc2)CC1,-4,6,0,-5,0,0,-1,-1

Carrying on.
USP8 block | USP30 block | OTUD3 inh | USP17 block | UCHL1 block | USP10 block | USP7 block | USP28 block | SMILES
-14 | -7 | -5 | -20 | -4 | -4 | -5 | -7 | O=S(=O)(c1ccccc1)N1CCCCCC1C1CCN(Cc2nnc(C3CC3)o2)CC1 (stereo not drawn)
1 | 8 | 0 | -5 | 3 | 3 | 3 | 7 | CCc1ccccc1NS(=O)(=O)c1ccc2c(c1)NC(=O)C(C)CS2 (stereo not drawn)
-11 | 17 | 5 | 0 | -2 | 0 | -4 | 0 | Cc1ccc(-n2ccn3c(CCC(=O)NC(C)c4ccccc4)nnc3c2=O)cc1C (stereo not drawn)
0 | -18 | 0 | 16 | 0 | 4 | 1 | -6 | Cc1cccc(C(=O)Nc2ccc(-c3ccc(N4CCOCC4)nn3)cc2)c1
0 | 5 | 0 | 2 | 0 | 4 | 4 | -1 | Cc1nc2nc(N(Cc3ccccc3)C(=O)C3CCCCC3)[nH]n2c(=O)c1C
-8 | -1 | -2 | -8 | -1 | 1 | -5 | -2 | CC(=O)N1CCSc2ccc(S(=O)(=O)Nc3ccc(F)cc3C)cc21
0 | 1 | 1 | -4 | -2 | 0 | 2 | 0 | O=C(Nc1nccn(-c2cccc(F)c2)c1=O)c1cccc(F)c1
-1 | -1 | -7 | -9 | -2 | 0 | 4 | -11 | Cc1cc(C(=O)N2CCCC2c2ccnc(N(C)C)c2)nc(=O)[nH]1 (stereo not drawn)
0 | 3 | -2 | -5 | -3 | 3 | / | -4 | CN1C(=O)[C@@H]2CN(C(=O)c3ccncc3)CCN2C(=O)[C@H]1Cc1ccccc1
10 | 14 | 3 | -5 | 0 | 0 | 0 | -2 | Cc1cccc(N2CCN(C(=O)c3ccc(N4C(=O)C(C)CS4(=O)=O)cc3)CC2)c1 (stereo not drawn)
-6 | 6 | -2 | 7 | -1 | 1 | -1 | -1 | COC(=O)c1ccccc1NC(=O)c1cnc2c(c1)c(=O)n(C)c(=O)n2-c1ccccc1
-93 | 9 | -3 | -2 | 0 | -1 | -12 | -5 | O=C(c1ccccc1)C1CCN(C(=O)c2ccccc2)CC1
14 | 33* | 13 | 23 | 8 | 12 | 4 | 13 | Cc1sc2nc(C3CC3)n(C3CCN(C(=O)C4CC4)CC3)c(=O)c2c1C
38* | 30* | 50* | 61* | 8 | -3 | 9 | 65* | COc1cc2c(=O)n(CCC(=O)NCc3ccco3)c(=O)n(CC(=O)Nc3c(C)cccc3C)c2cc1OC
5 | 0 | -1 | 4 | -2 | 4 | -6 | -4 | COc1cccc(CC(=O)N2CCC(c3cc(N)on3)CC2)c1
44* | -6 | -11 | 0 | 4 | 2 | 13 | 7 | c1ccc2c(c1)CCN(c1ncnc3c1[nH]c1ccccc13)C2
2 | 42* | 18 | 17 | 4 | 5 | -6 | 25 | COc1ccccc1-c1nnc2sc(COc3cccc(C)c3)nn12
7 | / | -1 | -4 | 2 | 8 | -4 | / | CCCc1nc(-c2ccccc2OCC(=O)Nc2ccccc2OC)no1
1 | -35 | -9 | 50* | 3 | 0 | 2 | -7 | COc1ccc2c(c1)CCc1c-2n[nH]c1C(=O)Nc1ccccc1OC
0 | -5 | -3 | -1 | 2 | 1 | 2 | 0 | CCNC(=O)c1cccnc1OC1CCN(C(=O)c2ccc(C)cc2)C1 (stereo not drawn)

Following part:
USP8 block | USP30 block | OTUD3 inh | USP17 block | UCHL1 block | USP10 block | USP7 block | USP28 block | SMILES
-15 | -41 | -13 | -15 | -2 | -2 | 0 | -13 | O=C(Cn1cnc2cc3c(cc21)OCCO3)N1CCCC1
-5 | i | -124 | -87 | -16 | -9 | -38 | -128 | Cc1[nH]c2ccccc2c1CC(=O)N1CCc2[nH]c3ccc(F)cc3c2C1
15 | 30* | 8 | 6 | 5 | 2 | -4 | 16 | Cc1ccc(C(=O)NCCc2nnc3ccc(SCc4c(F)cccc4Cl)nn23)cc1
-35 | -158 | -30 | -41 | 2 | -3 | 3 | -39 | CN(C(=O)COC(=O)c1c2c(nc3ccccc13)CCC(C(C)(C)C)C2)c1ccccc1 (stereo not drawn)
-9 | 3 | -17 | -10 | -2 | 0 | -14 | -4 | CSCC[C@H](NC(=O)N1CCn2c1nc1ccccc12)C(=O)NCc1ccccc1
-6 | -23 | -2 | -1 | -1 | 1 | -7 | -5 | O=C(c1csc(-c2ccc(N3CCCC3)nc2)n1)N1CCCCC1
14 | 30* | 16 | 5 | 1 | 1 | -9 | 20 | O=C(COc1ccc(F)cc1)Oc1ccc(-n2cnnn2)cc1
-36 | 10 | 0 | -7 | -1 | 4 | -17 | 95* | CC1CCc2c(sc3ncnc(OCc4cccc([N+](=O)[O-])c4)c23)C1 (stereo not drawn)
23 | 13 | 11 | 6 | 6 | 5 | 5 | 27 | COc1ccc(C(O)c2nc(-c3ccc(Cl)cc3)cs2)cc1 (stereo not drawn)

Printed as active in OTUD3 inh, of those listed so far:
USP8 block | USP30 block | OTUD3 inh | USP17 block | UCHL1 block | USP10 block | USP7 block | USP28 block | SMILES
38* | 30* | 50* | 61* | 8 | -3 | 9 | 65* | COc1cc2c(=O)n(CCC(=O)NCc3ccco3)c(=O)n(CC(=O)Nc3c(C)cccc3C)c2cc1OC

Assay outcomes from PubChem.
